EBV gp42 inh: Epstein-Barr virus gp42 inhibitors, primary screen, biochemical, uHTS, fluorescence polarization | Glycoprotein 42 (Epstein-Barr virus (strain AG876)), Q1HVG2 | Fluorescence polarization binding assay, mP read-out | inhibition, % (tested at 21.74 µM) | 220,000 compounds, 0.42% hits; in the data active means inhibition above about 50%
Target sequence (Q1HVG2 whole entry, looked up): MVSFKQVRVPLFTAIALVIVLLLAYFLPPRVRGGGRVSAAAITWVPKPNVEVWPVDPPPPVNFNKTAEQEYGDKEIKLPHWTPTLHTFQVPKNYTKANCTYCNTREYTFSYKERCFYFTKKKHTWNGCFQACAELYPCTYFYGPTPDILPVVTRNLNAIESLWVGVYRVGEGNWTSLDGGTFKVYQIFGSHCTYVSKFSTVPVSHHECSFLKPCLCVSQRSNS
NCF1 inh: p47phox/p22phox peptide binding inhibitors, primary screen, biochemical, uHTS, NADPH oxidase regulatory subunit. fluorescence polarization, 2 h. inhibition, % at 24.7 µM. 220,000 compounds, 0.53% hits. AID 1274, 2008;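 active means inhibition above about 30%, limit read from the data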;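 further: 0% = p47phox with labelled peptide and 100% = labelled peptide alone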
Target sequence (P14598 whole entry, looked up): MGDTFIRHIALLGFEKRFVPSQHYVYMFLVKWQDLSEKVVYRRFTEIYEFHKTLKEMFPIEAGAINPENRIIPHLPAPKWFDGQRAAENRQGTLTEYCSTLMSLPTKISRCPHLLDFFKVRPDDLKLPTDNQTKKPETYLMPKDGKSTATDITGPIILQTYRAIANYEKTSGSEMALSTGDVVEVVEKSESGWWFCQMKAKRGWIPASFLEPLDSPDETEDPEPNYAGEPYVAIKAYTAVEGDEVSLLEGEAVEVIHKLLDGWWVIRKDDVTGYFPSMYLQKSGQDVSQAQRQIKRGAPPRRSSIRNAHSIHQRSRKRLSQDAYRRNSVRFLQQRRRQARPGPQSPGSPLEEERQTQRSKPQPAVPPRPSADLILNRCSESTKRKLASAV
MDM2 E3 inh: MDM2-luciferase reporter signal enhancers, primary screen, MDM2 E3 ligase inhibitor project, cell-based, luminescence, 1536-well; 210,000 compounds, 0.11% hits; E3 ubiquitin-protein ligase Mdm2 (Homo sapiens), Q00987; signal enhancement, % at 5 µM; cell-based MDM2 ubiquitination luciferase reporter, 2 h; 0 = plate control, 100 = twice control, blank-subtracted;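 active means signal enhancement of 30% or more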;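 further: luminescence tracks abundance of the self-degrading MDM2-luciferase fusion protein; higher signal means inhibition of MDM2 E3 ligase activity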
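Assay system: stable mammalian line carrying autodegrading MDM2–luciferase fusion reporter; amount: 2000 cells seeded into each well; buffer or medium: DMEM; benchmarks: plate control and blank wells; signal: luciferase luminescence; timing: 2 h compound exposure at 37 °C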
zVAD death inh: inhibitors of zVAD-triggered necroptosis, primary screen, L929 cells; L929 zVAD necroptosis rescue, ATP luminescence, 24 h; with zVAD 60 µM; viability rescue, % at 10 µM; 220,000 compounds, 0.38% hits;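 active means activation, scaled between plate controls, above about 75%, limit read from the data; inactive means activation under that limit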;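 further: 0% = zVAD with DMSO and 100% = DMSO alone without zVAD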
Runt-CBFb FRET: inhibitors of RUNX1 Runt–CBFb binding, primary screen, biochemical, FRET, Cerulean-Runt, Venus-CBFb, uHTS. Runt-related transcription factor 1 (Homo sapiens) + Core-binding factor subunit beta …. Cerulean-Runt/Venus-CBFb FRET ratio 530/480, 1 h. inhibition, % at 20 µM. 220,000 compounds, 0.46% hits. AID 1496, 2009;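 active means inhibition over about 50% at 20 µM in the single-dose screen, limit read from the data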;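 further: 0% = DMSO wells and 100% = excess unlabeled CBFb competitor control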
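test system = Cerulean-Runt domain fusion protein, energy donor | probe or stimulus = Venus-CBFb binding partner, 100 nM | incubation = two 1 h room-temperature incubations shielded from light | detection = fluorescence energy transfer, 422 nm excitation, 530/480 nm emission | measure = loss of energy transfer signal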
TbHK1 inh: Trypanosoma brucei hexokinase 1 inhibitors, primary screen, biochemical, G6PDH-coupled NADH absorbance, MLSCN library; hexokinase 1 [Trypanosoma brucei]; recombinant TbHK1, G6PDH-coupled NADH A340; inhibition, % at 10 µM; 220,000 compounds, 0.11% hits;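 active means inhibition of 50% or more in the single-dose primary screen; inactive means inhibition below 50%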
Runt-SMMHC FRET: inhibitors of RUNX1 Runt–CBFb-SMMHC binding, primary screen, biochemical, FRET, Cerulean-Runt, Venus-CBFb-SMMHC, uHTS; inhibition, % at 20 µM; Cerulean-Runt/Venus-CBFb-SMMHC FRET ratio 530/480, 1 h; AID 1434, 2008; 220,000 compounds, 0.74% hits;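 active means mean inhibition across duplicate retests at 20 µM reaching about 50%, limit read from the data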;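 further: 0% = DMSO wells and 100% = wells with excess untagged CBFb-SMMHC; inhibitors lower the FRET ratio by blocking Runt binding to CBFb-SMMHC; some results filed as inactive read as strong as hits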
Hck-Nef inh: inhibitors of Nef-activated human Hck kinase, primary screen, biochemical, Z-Lyte FRET, 384-well, Hck-YEEI | Tyrosine-protein kinase HCK (Homo sapiens), P08631 | Recombinant Hck-YEEI plus Nef, Z-Lyte FRET kinase assay | inhibition, % at 20 µM | 220,000 compounds, 0.68% hits | AID 463187, 2010;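 active means Hck-Nef kinase inhibition above about 50%, limit read from the data; inactive means inhibition below that limit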;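 further: 0% = DMSO with Hck plus Nef and 100% = Hck alone without Nef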
14-3-3 Bad PPI: inhibitors of 14-3-3 zeta/Bad binding, primary screen, biochemical, TR-FRET, bovine 14-3-3 zeta; 14-3-3 protein zeta/delta (Bos taurus), P63103; inhibition, % at 21.7 µM; AID 781, 2007; 220,000 compounds, 0.71% hits; TR-FRET 14-3-3zeta/Dy647-pBad peptide displacement, 1 h;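 active means inhibition above about 70%, limit read from the data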;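 further: 0% = full 14-3-3 plus peptide FRET controls and 100% = background without 14-3-3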
Target sequence (P63103 whole entry, looked up): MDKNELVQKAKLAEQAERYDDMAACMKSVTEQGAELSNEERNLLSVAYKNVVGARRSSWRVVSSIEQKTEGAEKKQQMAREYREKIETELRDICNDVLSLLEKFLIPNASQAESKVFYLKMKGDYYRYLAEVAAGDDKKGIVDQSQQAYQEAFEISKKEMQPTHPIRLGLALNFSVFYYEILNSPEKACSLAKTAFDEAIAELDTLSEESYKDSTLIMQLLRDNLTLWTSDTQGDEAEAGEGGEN
An asterisk follows results filed as active; / = not tested or not shown; [ ] = another dose, or the depositor's remark.

1	Nc1nonc1-n1nnc(C(=O)N/N=C/c2ccccc2)c1CSc1ccccc1
2	O=S(=O)(Nc1ccn(-c2ccccc2)n1)c1ccc(Br)cc1
3	Cc1nc(N2CCOCC2)[nH]c(=O)c1[N+](=O)[O-]
4	COCC1CCN(Cc2cn[nH]c2-c2cc(OC)c(OC)c(OC)c2)CC1
5	COc1ccc(NC(=O)c2ncn[nH]2)cc1
6	Cc1ccc(S(=O)(=O)NC(C(=O)Oc2ccc3c(C(F)(F)F)cc(=O)oc3c2)c2ccccc2)cc1 (centres undefined)
7	O=C1C(Cc2ccccc2)C(c2ccccc2)N1c1ccccc1 (centres undefined)
8	Cn1nnc(NC(=S)NC(=O)c2ccccc2)n1
assay / entry,1,2,3,4,5,6,7,8
EBV gp42 inh,-16,-1,-12,9,-7,19,-7,1
NCF1 inh,-8,-5,-10,2,-12,-2,-4,-2
MDM2 E3 inh,-16,12,-14,-12,-23,-12,-9,-2
zVAD death inh,1.3,-0.1,-0.3,-0.5,0.0,1.2,0.0,1.0
Runt-CBFb FRET,2,-1,0,1,1,19,-2,10
TbHK1 inh,-4,-3,-37,3,1,-12,4,-14
Runt-SMMHC FRET,-4,-6,-2,0,-2,59*,-2,0
Hck-Nef inh,1,-1,9,-1,0,-1,-1,19
14-3-3 Bad PPI,-4,-5,1,-7,0,5,-8,-9

Compound profiles (already shown).
O=C1C(Cc2ccccc2)C(c2ccccc2)N1c1ccccc1 (centres undefined) as listed: EBV gp42 inh = -7; NCF1 inh = -4; MDM2 E3 inh = -9; zVAD death inh = 0.0; Runt-CBFb FRET = -2; TbHK1 inh = 4; Runt-SMMHC FRET = -2; Hck-Nef inh = -1; 14-3-3 Bad PPI = -8
COCC1CCN(Cc2cn[nH]c2-c2cc(OC)c(OC)c(OC)c2)CC1 as listed: EBV gp42 inh = 9; NCF1 inh = 2; MDM2 E3 inh = -12; zVAD death inh = -0.5; Runt-CBFb FRET = 1; TbHK1 inh = 3; Runt-SMMHC FRET = 0; Hck-Nef inh = -1; 14-3-3 Bad PPI = -7

Given bar-delimited: part of the list above
No. | Molecule | EBV gp42 inh | NCF1 inh | MDM2 E3 inh | zVAD death inh | Runt-CBFb FRET | TbHK1 inh | Runt-SMMHC FRET | Hck-Nef inh | 14-3-3 Bad PPI
2 | O=S(=O)(Nc1ccn(-c2ccccc2)n1)c1ccc(Br)cc1 | -1 | -5 | 12 | -0.1 | -1 | -3 | -6 | -1 | -5
3 | Cc1nc(N2CCOCC2)[nH]c(=O)c1[N+](=O)[O-] | -12 | -10 | -14 | -0.3 | 0 | -37 | -2 | 9 | 1
4 | COCC1CCN(Cc2cn[nH]c2-c2cc(OC)c(OC)c(OC)c2)CC1 | 9 | 2 | -12 | -0.5 | 1 | 3 | 0 | -1 | -7
5 | COc1ccc(NC(=O)c2ncn[nH]2)cc1 | -7 | -12 | -23 | 0.0 | 1 | 1 | -2 | 0 | 0

(more compounds)
9	COc1ccccc1C(=O)OCC(=O)Nc1ccc(Cl)cn1
10	COc1ccc(-n2nc(C(=O)NCC(=O)N3CCN(c4ccccn4)CC3)c3ccccc3c2=O)cc1Cl
11	O=C(NCCN1CCCC1)c1ccccc1Cl
12	COc1ccc(S(=O)(=O)N(C(=O)C(C)C)c2ccc3oc(=O)sc3c2)cc1
13	O=C(Nc1ccccc1NC(=O)c1csnn1)c1csnn1
14	COc1ccc(C2C(C(=O)Nc3cccc(C)n3)c3ccccc3C(=O)N2C)cc1OC (centres undefined)
15	CSc1nc2sc3c(c2c(=O)[nH]1)CCC(C)C3 (centres undefined)
16	CCOC(=O)CC(c1ccc([N+](=O)[O-])cc1)n1c(C)ccc1C (centres undefined)
assay / entry,9,10,11,12,13,14,15,16
EBV gp42 inh,6,3,-8,-18,-6,-10,11,-1
NCF1 inh,-4,-4,-7,-13,2,-1,-9,-21
MDM2 E3 inh,-7,-14,-4,-4,-4,-2,-13,-18
zVAD death inh,2.0,0.4,2.7,0.1,2.1,1.0,0.2,-0.5
Runt-CBFb FRET,-2,-8,0,53*,2,0,1,1
TbHK1 inh,-1,-4,-1,0,3,-9,-7,1
Runt-SMMHC FRET,2,-2,2,56*,-5,1,0,0
Hck-Nef inh,24,8,19,2,20,0,0,12
14-3-3 Bad PPI,-10,-5,3,-1,-6,11,4,2

17	O=C(O)c1ccc(Cn2cnc3scc(-c4ccccc4)c3c2=O)cc1
18	COc1ccc(C(=O)NC2CCN(C(=S)Nc3ccccc3C)CC2)cc1
19	CN(C)S(=O)(=O)c1cc(C(=O)NCc2ccccc2)c(Cl)cc1Cl
20	CCC(C)NC(=O)/C=C/c1cccs1 (centres undefined)
21	CCC(C)(NC(=O)c1ccccn1)C(=O)NC1CCCC1 (centres undefined)
22	COc1ccc(CN(Cc2ccc(C(=O)O)cc2)C(=S)Nc2cc(C)cc(C)c2)cc1OC
23	COc1ccc2c(/C=N/NS(=O)(=O)c3ccc(C)cc3)c[nH]c2c1
24	Cc1ccc(S(=O)(=O)/N=C(/c2ccccc2)N2CCOCC2)cc1
assay / entry,17,18,19,20,21,22,23,24
EBV gp42 inh,6,-4,-11,-14,0,-13,0,-16
NCF1 inh,-6,/,-2,-13,0,-20,-7,-7
MDM2 E3 inh,-13,-4,-12,10,-15,1,-4,/
zVAD death inh,1.4,-0.1,0.0,0.7,2.0,1.2,1.7,-0.4
Runt-CBFb FRET,0,0,1,-4,0,0,31,2
TbHK1 inh,2,-7,0,13,1,-4,-16,0
Runt-SMMHC FRET,3,1,3,5,-1,0,0,-2
Hck-Nef inh,25,9,-2,6,-6,26,-4,4
14-3-3 Bad PPI,3,-6,-6,-11[fluorescence artefact?],1,-15,-10,-6

25	CCC(=O)Nc1sc(C(=O)N2CCCCC2)c(C)c1C#N
26	CCOC(=O)CCCNC(=O)COC(=O)c1cc2ccccc2cc1O
27	OC(CN1c2ccccc2Sc2ccccc21)Cn1nnc2ccccc21 (centres undefined)
28	CCCCNS(=O)(=O)c1ccc(S(=O)(=O)NCc2ccncc2)cc1
29	CN1N=C(C(=O)N2CCCC(C(=O)c3cccc(C(F)(F)F)c3)C2)CCC1=O (centres undefined)
30	O=C(CSc1nnnn1C1CCCC1)NCCc1ccccc1
31	O=[N+]([O-])c1ccc(-c2nn(-c3ccccc3)cc2/C=N/n2c(-c3ccncc3)n[nH]c2=S)cc1
32	CCc1ccc(NC(=S)NC2CC3CCCC(C2)N3Cc2cccs2)cc1 (centres undefined)
assay / entry,25,26,27,28,29,30,31,32
EBV gp42 inh,-9,-9,0,-1,1,0,-36,4
NCF1 inh,-7,-11,0,-16,-6,1,-8,-11
MDM2 E3 inh,-15,-13,2,-9,-7,/,-3,-15
zVAD death inh,-0.4,1.0,1.3,0.0,0.2,1.1,0.3,-0.3
Runt-CBFb FRET,-2,2,-2,1,2,0,11,0
TbHK1 inh,3,3,-6,-3,-7,-13,-21,3
Runt-SMMHC FRET,-2,-6,1,0,-1,-2,2,3
Hck-Nef inh,0,-18,2,6,2,12,54*,-1
14-3-3 Bad PPI,-9[fluorescence artefact?],-11,-13,1[fluorescence artefact?],-4,-2,10,-11

33	Cc1[nH]nc2c1C(c1ccc(F)cc1)C1=C(CC(C)(C)CC1=O)N2 (centres undefined)
34	Cn1cccc1Cc1nnc(SCC(=O)NCC2CCCO2)n1C (centres undefined)
35	O=c1[nH]c(CN2CCN(c3ccc([N+](=O)[O-])cc3)CC2)nc2ccsc12
36	CC(=O)c1cccc(NC(=O)COC(=O)c2ccc(S(C)(=O)=O)c([N+](=O)[O-])c2)c1
37	CCCNC(=O)NC(C(=O)OC)C12CC3CC(CC(C3)C1)C2 (centres undefined)
38	COc1ccc(CCNC(=O)CSc2cccc3cccnc23)cc1OC
39	Cc1nc(CN(C)Cc2nc(Cc3ccccc3Cl)no2)cs1
40	O=C(/C=C/c1ccco1)Nc1ccc(C(=O)N2CCOCC2)cc1
assay / entry,33,34,35,36,37,38,39,40
EBV gp42 inh,-3,-11,-10,2,-16,-9,-4,-13
NCF1 inh,1,/,-8,0,-14,2,6,-2
MDM2 E3 inh,-14,/,4,-14,-8,-6,6,11
zVAD death inh,0.4,0.7,-0.3,1.6,0.2,2.6,1.9,1.2
Runt-CBFb FRET,-4,1,0,0,0,-1,0,4
TbHK1 inh,-20,-3,4,-5,0,7,-5,-51
Runt-SMMHC FRET,2,-3,-7,0,-1,1,3,-4
Hck-Nef inh,15,-3,0,24,0,22,21,3
14-3-3 Bad PPI,1,1,4,3,-3,18,-10,3

41	N#CCCN(CCN1CCCC1)S(=O)(=O)c1ccc(-c2ccc([N+](=O)[O-])cc2)cc1
42	COc1cccc(NC(=S)N/N=C2\CC3CCC2(C)C3(C)C)c1 (centres undefined)
43	COc1cc(NC(=O)NCc2ccncc2)cc(OC)c1OC
44	Fc1cnc(N2CCOCC2)nc1N1CCc2ccccc21
45	CN(Cc1ccccc1)C(=O)c1ccc2c(c1)OCCO2
46	O=C1CC(c2ccc(O)c(O)c2)Oc2c1ccc(O)c2O (centres undefined)
47	O=C(O)/C=C/C(=O)NNC(=O)c1cccc(Br)c1
48	O=C(CNC(=O)c1cccs1)NCCN1CCN(c2ccccc2F)CC1
49	COc1ccc(N2C(=O)c3cccc4cccc(c34)C2=O)nn1
50	O=C(CN(C(=O)CNS(=O)(=O)c1ccccc1)C1CCCC1)NCc1ccco1
51	COc1ccc(-c2cc(C(F)(F)F)c3c(=O)n(-c4ccccc4)[nH]c3n2)cc1
assay / entry,41,42,43,44,45,46,47,48,49,50,51
EBV gp42 inh,-4,-6,-17,-18,-24,-1,-10,-13,15,-15,-4
NCF1 inh,-1,-5,-15,-7,12,-46,-5,-12,-44,8,1
MDM2 E3 inh,-6,-3,1,-15,-18,-31,10,-6,20,5,-15
zVAD death inh,-0.3,2.1,0.1,0.8,1.8,1.8,1.1,0.2,-0.4,/,0.2
Runt-CBFb FRET,0,2,-1,-5,-2,8,4,-2,4,6,/
TbHK1 inh,-11,1,0,-24,-2,48,0,-6,-21,/,-31
Runt-SMMHC FRET,2,-2,-1,-5,-7,10,1,-1,8,-1,1
Hck-Nef inh,16,2,-1,8,-2,44,5,-8,1,/,1
14-3-3 Bad PPI,13,-10,3[fluorescence artefact?],14,-1[fluorescence artefact?],49,-8,-4[fluorescence artefact?],13[fluorescence artefact?],2,1[fluorescence artefact?]

Compound activity (PubChem BioAssay)
